Screens as filed in PubChem BioAssay.
FLuc modulator – inhibits or activates purified firefly luciferase, miR-21 counter-screen. P08659. purified FLuc, Km substrates, luminescence inhibition. Potency, µM (series often up to 57.5 µM), for the others: at the top dose activity change, negative = inhibition, most hits filed as inhibitors. 360,000 compounds, 6.9% hits;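 also: potency is read from the fitted curve at half-maximal effect; plate controls were vehicle for no effect and reference inhibitor for full effect; nearly all actives have a fitted effect of over 55% in size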
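Purified P. pyralis luciferase (10nM final) with 10uM D-luciferin and 10uM ATP (Km levels) in 50mM Tris acetate pH 7.5, 10mM Mg acetate, 0.01% Tween-20, 0.05% BSA; qHTS 6-point titration, ~60 µM downward; luminescence read.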
p53 reactivator – restores transcriptional activity of mutant p53; 320,000 compounds, 0.063% hits; H1299 p53-A138V BP100-luciferase reporter, luminescence, 24 h; Potency, µM (highest dose often 92.2 µM), for inactives: at the top dose activity change, positive = activation, actives largely listed as activators; also: potency is read from the fitted curve at half-maximal effect; % of control where 0% means no effect; nearly all actives have a fitted effect of over 45% in size
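p53-null H1299 cells stably carrying temperature-sensitive p53-A138V and a BP100-luciferase reporter were pinned with compounds (4-point, 1:5 series) and held 24 hrs at 37 deg C. Luminescence was read 10 min after detection reagent.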
Menin MLL FP TR – displaces Texas Red mutant MLL peptide from human menin; Potency, µM (doses to about 61.6 µM), inactives show top-dose FP activity change, negative = inhibition, usual class: inhibitors; AID 1768; 270,000 compounds, 0.23% hits; Menin + Texas Red MLL mutant peptide, fluorescence polarization; active = well fitted inhibition curve with a large enough effect in the polarisation, with a control signal flat, not every such curve was filed as active; inconclusive = small, poorly fitted or top-dose-only effect, or effect the other way, or a change in a side signal; inactive = no such curve, though single readings can be large or run the other way; the % refers to the polarisation; also: potency is read from the fitted curve at half-maximal effect; % of control where 0% means no effect; many of its hits are not listed in these tables
PKM2 activator – PKM2 (human) enzyme activation; P14618; purified PKM2, Kinase-Glo ATP luminescence, activation; response scale: 0% is enzyme alone, no compound; Potency, µM (titrated, usually from 57.5 µM), for inactives: at the highest dose activation, usual class: activators; 260,000 compounds, 0.34% hits; also: potency is read from the fitted curve at half-maximal effect; % is scaled to controls: 0 for no effect and ±100 for the full control effect; nearly all actives have a fitted effect of over 55% in size
Target sequence (P14618 whole entry, looked up): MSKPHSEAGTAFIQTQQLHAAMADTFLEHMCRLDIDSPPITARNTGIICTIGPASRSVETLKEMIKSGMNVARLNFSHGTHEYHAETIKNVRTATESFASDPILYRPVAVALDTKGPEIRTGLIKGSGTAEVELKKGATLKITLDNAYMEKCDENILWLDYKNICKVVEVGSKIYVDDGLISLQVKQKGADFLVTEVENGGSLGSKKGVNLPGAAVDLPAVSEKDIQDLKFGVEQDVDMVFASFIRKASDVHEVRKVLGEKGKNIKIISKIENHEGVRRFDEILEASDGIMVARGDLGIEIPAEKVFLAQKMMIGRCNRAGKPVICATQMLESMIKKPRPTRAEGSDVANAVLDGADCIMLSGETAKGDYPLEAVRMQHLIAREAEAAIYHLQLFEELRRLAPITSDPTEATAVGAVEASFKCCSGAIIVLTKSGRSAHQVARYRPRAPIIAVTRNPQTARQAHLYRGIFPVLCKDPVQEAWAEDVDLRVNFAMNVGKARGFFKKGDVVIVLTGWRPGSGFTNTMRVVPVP
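Kinase-Glo luminescence reports ATP generated from ADP (0.1 mM) and PEP (0.5 mM) by purified hPK-M2 after 1 h at room temperature, pH 7.2 imidazole buffer; intermediate enzyme activity allows detecting inhibitors and activators.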
RORgamma inh – inhibitors of mouse ROR gamma transcriptional activity; Drosophila S2 Gal4-RORgamma UAS-luciferase reporter, 20 h; AID 2551; 310,000 compounds, 5.4% hits; P51450; Potency, µM (titrated, usually from 53.6 µM), inactives show at the top dose activity change, negative = inhibition, usual class: inhibitors; also: potency is read from the fitted curve at half-maximal effect; % is scaled to controls: 0 for no effect and ±100 for the full control effect; nearly all actives have a fitted effect of over 60% in size
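Luminescence from a UAS-regulated Photinus luciferase reporter in stably transfected Drosophila Schneider cells is measured; decreased signal marks ROR gamma inhibition. Fusion expression is induced by 700 uM copper sulfate for 20 hr.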
ELG1 genotoxic – induces genotoxicity in HEK293T cells with luciferase-tagged ELG1; Potency, µM (top dose mostly 46 µM), inactives show top-dose activity change, positive = activation, actives largely listed as activators; 330,000 compounds, 1.3% hits; HEK293T ELG1-luciferase reporter, luminescence, 16 h; also: potency is read from the fitted curve at half-maximal effect; % of control where 0% means no effect; nearly all actives have a fitted effect of over 60% in size
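HEK293T cells expressing luciferase-tagged ELG1 were treated with compound or DMSO for 16 hr at 37°C. Luciferase activity was then read after 30 min with ONE-Glo at room temperature; rising signal flags genetic stress.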
NPC1 prom act – NPC1 promoter activation | Huh7 NPC1 promoter luciferase reporter, 24 h | Potency, µM (top dose mostly 9.22 µM), without a hit: at the highest dose activation, actives largely listed as activators | 320,000 compounds, 2.4% hits | AID 485313;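 also: potency is read from the fitted curve at half-maximal effect; % of control where 0% means no effect; nearly all actives have a fitted effect of over 60% in size; reporter is driven by a mutant NPC1 promoter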
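Readout is luciferase luminescence, reflecting NPC1 promoter activation in stably transfected Huh7 cells after 24 h compound exposure at 37 °C in reduced-serum medium with 10% FBS.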
Rab9 promoter act – activators of Rab9 promoter. Potency, µM (doses to about 9.22 µM), for inactives: at the top dose activation, negative = inhibition, hits mostly activators. AID 485297. 320,000 compounds, 2.8% hits. Huh7 Rab9 promoter-luciferase reporter, luminescence, 24 h; also: potency is read from the fitted curve at half-maximal effect; % of control where 0% means no effect; nearly all actives have a fitted effect of over 60% in size
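Steps: seed 1500 Huh7 Rab9-luc cells per well, rest 2 h at 37 °C; add compound in DMSO; incubate 24 h; add luciferase reagent, 10 min ambient; read luminescence.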
Giardia kill – kills Giardia lamblia; Giardia lamblia trophozoite viability; activity change, % at 7.66 µM, hits read low; 340,000 compounds, 0.15% hits; in the data active = activity change below about -80%; inconclusive = between about -30% and that limit;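 also: parasites exposed to compound for two days anaerobically before the ATP read; % is scaled to controls: 0 for no effect and ±100 for the full control effect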
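Giardia trophozoites, 100 cells per well, were exposed to compounds for 48 hrs at 37 deg C under anaerobic conditions; viability was then read as ATP content by bioluminescence after 15-30 min at room temperature.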
Gal4-VP16 FLuc – Gal4-VP16 reporter inhibition counter-screen; Drosophila S2 Gal4-VP16 UAS-luciferase, luminescence, 20 h; Potency, µM (highest dose often 53.6 µM), for inactives: at the highest dose activity, negative = inhibition, usual class: inhibitors; 310,000 compounds, 3.5% hits; AID 2546;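 also: Gal4-VP16 expression switched on by copper sulfate through the metallothionein promoter; potency is read from the fitted curve at half-maximal effect; % is scaled to controls: 0 for no effect and ±100 for the full control effect; nearly all actives have a fitted effect of over 50% in size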
BRCA1 expr up – increases BRCA1 expression; MCF7-BRCA1-FFLuc reporter, luminescence, 48 h; response scale: scaled: vehicle 0%, 10 µM genistein 100%; Potency, µM (highest dose often 46.1 µM), for the others: at the highest dose activation, actives largely listed as activators; 380,000 compounds, 1.1% hits; AID 624202; also: potency is read from the fitted curve at half-maximal effect; nearly all actives have a fitted effect of over 80% in size; some results filed as inactive show a strong effect at the top dose
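Reporter cells (MCF7, BRCA1 promoter-firefly luciferase) received library compounds across a concentration series for 48 h. End-point luminescence was measured and concentration-effect curves derived after normalization.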
An asterisk follows results filed as active; ? = inconclusive; / = not tested or not shown; & = joins results of further samples; [ ] = another dose, or the depositor's remark. Unless noted, calls follow the shape of the dose curve; as a rule, active = well fitted curve in the direction sought with a large enough effect; inconclusive = small, poorly fitted or top-dose-only effect, or another doubt; inactive = no such curve, though single readings can be large; an effect the other way counts as inactive or inconclusive. Not all compounds are listed. The share of hits here may be higher or lower than overall.

#1 COc1ccc(/C=C/C(=O)NCC(=O)N/N=C/c2cc(Br)ccc2OC)cc1
#2 N#CC1=C(N)NC(SCC(=O)c2ccc(Cl)cc2)=C(C#N)C12CCCC2
#3 CSc1nc2n(n1)C(c1cccc(F)c1)C(C(=O)Nc1ccc(C)cc1C)=C(C)N2 (stereo not drawn)
#4 CC1(C)Cc2cccc(OCC(=O)N3CCN(S(=O)(=O)c4ccccc4)CC3)c2O1
#5 CCCN(CCC)c1nc(N)c(C#N)c(CC#N)c1C#N

entry no.	1	2	3	4	5
FLuc modulator	-5%	-10%	4%	0%	-1%
p53 reactivator	-4%	0%	7%	-2%	-10%
Menin MLL FP TR	-7%	-3%	-4%	?	9%
PKM2 activator	-2%	-6%	2%	8%	1%
RORgamma inh	36%	?	2%	15%	3%
ELG1 genotoxic	0%	-6%	8%	-14%	-9%
NPC1 prom act	-5%	0%	2%	-2%	1%
Rab9 promoter act	-11%	-3%	-1%	-2%	-4%
Giardia kill	1	16	-23	3	5
Gal4-VP16 FLuc	-8%	?	-9%	-2%	1%
BRCA1 expr up	-36%	-26%	5%	-13%	-18%

#6 COc1ccc(Cl)cc1S(=O)(=O)N1CCN=C1c1ccccc1
#7 COC(=O)c1sccc1N/N=C/c1cccc(Oc2ccccc2)c1
#8 Cc1ccc(S(=O)(=O)Cc2ccc(C(=O)N3CCN(c4cccc(C)c4C)CC3)o2)cc1
#9 COCCN1C(=O)C(=O)/C(=C(/O)c2ccc(OC(C)C)cc2)C1c1cccnc1 (stereo not drawn)
#10 CN(C)CCNc1nc2sc3c(c2c(=O)n1Cc1ccccc1)CCCCC3

entry no.	6	7	8	9	10
FLuc modulator	2%	1.9µM*	0%&4%	0%	-3%
p53 reactivator	-8%	?	/	-2%	2%
Menin MLL FP TR	/	9%	12%	-5%	?
PKM2 activator	-4%	-3%	0%	-7%	/
RORgamma inh	1%	-7%	14%	-24%	-5%
ELG1 genotoxic	-4%	2.3µM*	-9%	0%	9%
NPC1 prom act	-3%	3.2µM*	-33%[inhibitor]	-1%	-1%
Rab9 promoter act	0%	2.2µM*	-31%[inhibitor]	0%	-1%
Giardia kill	7	-5	-21	13	-18
Gal4-VP16 FLuc	-11%	?	3%	-1%	-14%
BRCA1 expr up	2%	?	-62%	-1%	-42%

#11 CCOc1ccc(C2c3c(oc4ccccc4c3=O)C(=O)N2CCCN2CCOCC2)cc1 (stereo not drawn)
#12 CCOc1ccc(/C(C)=N/NC(=O)c2nnn(-c3nonc3N)c2-c2cccs2)cc1
#13 Cc1ccc2nc(SCC(=O)NC3CCCC3)nc(=O)n2c1
#14 COc1ccc(NC(=O)Nc2ccc(C(=O)N3CCOCC3)cc2)cc1OC
#15 Cc1cc2cc(CN(Cc3ccc4c(c3)OCO4)C(=O)c3ccco3)c(=O)[nH]c2cc1C
#16 CCN(CC)CCC(c1cc(OC)c(OC)c(OC)c1)c1c(OC)cc(OC)c2c(-c3ccccc3)cc(=O)oc12 (stereo not drawn)
#17 COc1nc(-c2ccccc2Cl)ccc1C#N
#18 CCOC(=O)COc1nc(C)c(Br)c(OC)n1

entry no.	11	12	13	14	15	16	17	18
FLuc modulator	-2%[2.3 µM]	1%	8%	-5%	0%	-11%	-8%	5%
p53 reactivator	13%	3%	6%	-3%	-1%	3%	4%	-26%
Menin MLL FP TR	2%	?	/	1%	1%	-19%	5%	4%
PKM2 activator	8%	/	/	-1%	?	-6%	1%	2%
RORgamma inh	22%	-31%	/	-11%	?	?	-6%	-11%
ELG1 genotoxic	8%	?	-1%	0%	-29%	?	3%	1%
NPC1 prom act	-3%	0%	-9%	-1%	-4%	-4%	-7%	0%
Rab9 promoter act	21%	-2%	1%	-1%	-2%	-6%	1%	-6%
Giardia kill	-1	-8	2	10	-14	2&8	8	-17
Gal4-VP16 FLuc	0%	-21%	/	-9%	-5%	4%&0%	-6%	5%
BRCA1 expr up	28%	2%	-19%	3%	-36%	-52%	2%	9%

Eight structures out of the list, arranged by count of non-hydrogen atoms, low to high.
#17 COc1nc(-c2ccccc2Cl)ccc1C#N
#13 Cc1ccc2nc(SCC(=O)NC3CCCC3)nc(=O)n2c1
#10 CN(C)CCNc1nc2sc3c(c2c(=O)n1Cc1ccccc1)CCCCC3
#9 COCCN1C(=O)C(=O)/C(=C(/O)c2ccc(OC(C)C)cc2)C1c1cccnc1 (stereo not drawn)
#12 CCOc1ccc(/C(C)=N/NC(=O)c2nnn(-c3nonc3N)c2-c2cccs2)cc1
#15 Cc1cc2cc(CN(Cc3ccc4c(c3)OCO4)C(=O)c3ccco3)c(=O)[nH]c2cc1C
#11 CCOc1ccc(C2c3c(oc4ccccc4c3=O)C(=O)N2CCCN2CCOCC2)cc1 (stereo not drawn)

entry no.	17	13	10	9	12	15	11
FLuc modulator	-8%	8%	-3%	0%	1%	0%	-2%[2.3 µM]
p53 reactivator	4%	6%	2%	-2%	3%	-1%	13%
Menin MLL FP TR	5%	/	?	-5%	?	1%	2%
PKM2 activator	1%	/	/	-7%	/	?	8%
RORgamma inh	-6%	/	-5%	-24%	-31%	?	22%
ELG1 genotoxic	3%	-1%	9%	0%	?	-29%	8%
NPC1 prom act	-7%	-9%	-1%	-1%	0%	-4%	-3%
Rab9 promoter act	1%	1%	-1%	0%	-2%	-2%	21%
Giardia kill	8	2	-18	13	-8	-14	-1
Gal4-VP16 FLuc	-6%	/	-14%	-1%	-21%	-5%	0%
BRCA1 expr up	2%	-19%	-42%	-1%	2%	-36%	28%

#16 CCN(CC)CCC(c1cc(OC)c(OC)c(OC)c1)c1c(OC)cc(OC)c2c(-c3ccccc3)cc(=O)oc12 (stereo not drawn)

entry no.	16
FLuc modulator	-11%
p53 reactivator	3%
Menin MLL FP TR	-19%
PKM2 activator	-6%
RORgamma inh	?
ELG1 genotoxic	?
NPC1 prom act	-4%
Rab9 promoter act	-6%
Giardia kill	2&8
Gal4-VP16 FLuc	4%&0%
BRCA1 expr up	-52%
